Screening results from PubChem.
SENP1 FRET inh = inhibitors of human SENP1 SUMO protease catalytic domain. 360,000 tested, 0.21% active. inhibition, % at 10 µM. AID 624204. Q9P0U3. recombinant SENP1 catalytic domain, CyPet-SUMO1-YPet FRET cleavage;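 active = inhibition at least 30% at 10 µM, raw YFP signal under a set limit, fluorescence ratio 0.5 to 1.5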;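 note: 0% = enzyme with DMSO and 100% = no enzyme wells; some results filed as inactive read as strong as hits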
Target sequence (Q9P0U3 419-644 limits assumed): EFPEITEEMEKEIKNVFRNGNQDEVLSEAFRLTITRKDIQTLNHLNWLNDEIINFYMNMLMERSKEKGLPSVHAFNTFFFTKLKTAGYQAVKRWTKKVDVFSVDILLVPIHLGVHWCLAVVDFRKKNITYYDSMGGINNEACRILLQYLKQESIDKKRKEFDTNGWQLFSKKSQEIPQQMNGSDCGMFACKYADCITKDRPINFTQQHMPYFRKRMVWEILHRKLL
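Test system: recombinant human SENP1 catalytic domain, His6-tagged / Medium: pH 8 Tris buffer with EDTA, NaCl, BME, BSA, NP40, catalase / Also added: SUMO1 FRET substrate flanked by Cypet and Ypet, 25 nM / Times: 50 min reaction at room temperature / Signal: FRET, CFP and YFP emission / Control set: no-enzyme low control and enzyme-plus-DMSO high control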
SENP8 block = SENP8 (human) protease inhibition; Q96LD8; recombinant SENP8, Nedd8 substrate fluorescence; inhibition, % at 20 µM; 360,000 tested, 0.64% active; in the data active = inhibition mostly above about 40%, no sharp cut-off; inactive = mostly below about 27%
Target sequence (Q96LD8 whole entry, looked up): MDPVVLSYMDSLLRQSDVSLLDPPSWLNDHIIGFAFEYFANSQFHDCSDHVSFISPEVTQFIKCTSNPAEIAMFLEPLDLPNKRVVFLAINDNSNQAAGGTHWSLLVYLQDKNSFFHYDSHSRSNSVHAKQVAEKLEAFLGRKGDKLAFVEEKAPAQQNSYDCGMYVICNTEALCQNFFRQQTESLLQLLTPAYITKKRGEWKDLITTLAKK
An asterisk follows results filed as active; i = inactive. These rows are one share of the data, so the mix of outcomes need not match the whole.

The first 5 records, ahead of the listing:
SMILES | SENP1 FRET inh | SENP8 block
CCC(=O)c1ccc(OCC(=O)OCc2csc(CC(=O)Nc3ccccc3C)n2)cc1 | -2 | 10
COCCNc1nc(NCCCN(C)C)c2sccc2n1 | 2 | -17
CCN(CC)c1ccc(/C=N/NC(=O)c2ccco2)cc1 | -53 | -409
COc1ccc(-c2nc(-c3ccc(O)cc3O)cs2)cc1OC | 2 | -51
CC(=O)Nc1ccc(NC(=O)c2csc([C@H]3C[C@H](O)[C@@H](CO)O3)n2)cc1 | 2 | 2

The listing, from the start:
SMILES | SENP1 FRET inh | SENP8 block
CCC(=O)c1ccc(OCC(=O)OCc2csc(CC(=O)Nc3ccccc3C)n2)cc1 | -2 | 10
COCCNc1nc(NCCCN(C)C)c2sccc2n1 | 2 | -17
CCN(CC)c1ccc(/C=N/NC(=O)c2ccco2)cc1 | -53 | -409
COc1ccc(-c2nc(-c3ccc(O)cc3O)cs2)cc1OC | 2 | -51
CC(=O)Nc1ccc(NC(=O)c2csc([C@H]3C[C@H](O)[C@@H](CO)O3)n2)cc1 | 2 | 2
Cc1ccc(C(=O)Nc2ccccc2N2CCCCC2)cc1S(=O)(=O)N1CCOCC1 | 1 | 5
CCC(=O)[C@@H](C)[C@@H](OC(C)=O)[C@H](C)C[C@@H](C)[C@H]1OC(=O)C[C@@]2(O)CC=C(C)C(O2)C(C)=CCCC[C@H](O[C@H]2C[C@@H](OC(N)=O)[C@H](OC(C)=O)[C@@H](C)O2)C=C[C@H](C)C[C@H]1C | -1 | 7
COc1ccc(CCCN2CCC(CN3C(=S)NC[C@@H]3Cc3ccccc3)CC2)cc1OC | 0 | 10
O=C(NN(C(=O)c1ccccc1)c1cccs1)c1ccccc1 | 1 | -4
COC1=CC(=O)OC(c2cccc([N+](=O)[O-])c2)C1 (configuration not stated) | 2 | 20
COc1ccc(NC(=O)CN(C)C(=O)c2ccc(C)c(S(=O)(=O)N3CCCCC3)c2)cc1 | -1 | 8
C=CCn1c(O)c(N=NC(=S)Nc2ccc(OC)cc2)c2ccccc21 | 7 | 36

3 entries from above, arranged by SMILES length, smallest number first:
SMILES | SENP1 FRET inh | SENP8 block
COc1ccc(-c2nc(-c3ccc(O)cc3O)cs2)cc1OC | 2 | -51
CC(=O)Nc1ccc(NC(=O)c2csc([C@H]3C[C@H](O)[C@@H](CO)O3)n2)cc1 | 2 | 2
CCC(=O)[C@@H](C)[C@@H](OC(C)=O)[C@H](C)C[C@@H](C)[C@H]1OC(=O)C[C@@]2(O)CC=C(C)C(O2)C(C)=CCCC[C@H](O[C@H]2C[C@@H](OC(N)=O)[C@H](OC(C)=O)[C@@H](C)O2)C=C[C@H](C)C[C@H]1C | -1 | 7

Additional results follow.
SMILES | SENP1 FRET inh | SENP8 block
Cc1ccc(S(=O)(=O)N2CCN(C(=O)c3cc(S(=O)(=O)N4CCOCC4)ccc3Cl)CC2)c(C)c1 | 0 | 6
OC(c1ccccc1)c1nc(-c2cccc(C(F)(F)F)c2)cs1 (configuration not stated) | 5 | 19
Cc1ccc(C)c(S(=O)(=O)Nc2ccc(C(=O)NCCCN(C)C)cc2)c1 | 0 | 10
CCCCN(C=O)c1c(CC)nc2ccc(C(=O)NCCCn3ccnc3)cn12 | -2 | -54
CCOC(=O)C[C@@H]1OC[C@H](C(C)C)N1S(=O)(=O)c1ccc(C)cc1 | -3 | 21
Cc1cc2c(cc1C)-n1nnnc1C(N1CCN(CC(=O)NC(C)C)CC1)C(=O)N2 (configuration not stated) | 2 | 12
COc1ccccc1N1CCN(S(=O)(=O)CCNC(=O)COc2ccccc2)CC1 | 0 | 12
COc1ccc(C(=O)OCC(=O)N2CCN(S(=O)(=O)c3ccc(C)cc3)CC2)cc1[N+](=O)[O-] | 2 | 12
CC(=O)Nc1ccc2c(O)cc(S(=O)(=O)O)cc2c1 | 0 | -18
Cc1nn(-c2ccccc2)c(C)c1NC(=O)COc1ccccc1C#N | -2 | 14
FC(F)(F)c1ccc(-c2cccc3c2C2CC3CCN2C(=S)NCCc2ccccc2)cc1 (configuration not stated) | -1 | 6
O=C(NC1CCCCC1)C(C1CC1)N1CCc2ccccc2C1 (configuration not stated) | 0 | 30
CCCCN(C=O)c1c(CC)nc2c(OCCC3CCCCC3)cccn12 | -2 | 11
Cc1ccc(S(=O)(=O)N2CCN(C(=O)COC(=O)/C=C/c3cccc([N+](=O)[O-])c3)CC2)c(C)c1 | 2 | 16
CSc1ccc(S(=O)(=O)NCC(=O)OCC(=O)N(C)CC(=O)Nc2ccc(F)cc2)cc1[N+](=O)[O-] | -1 | 18
O=C(CC1CCCC1)N1CCN(S(=O)(=O)c2cccc(Br)c2)CC1 | 0 | 9
COc1ccc(-c2cc(NC=O)c3ncc(-c4ccc(OC)c(OC)c4)n3c2)cc1 | -4 | -419
CCOC(=O)N1CCN(C(=O)C2CCC(=O)N(Cc3ccccc3OC)C2)CC1 (configuration not stated) | 0 | 21
O=C(O)CC1(CC(=O)Nc2nccs2)CCCCC1 | 2 | 14
Cc1cccc(-c2nnc(C(C)Nc3cccc(C(=O)NC4CC4)c3)o2)c1 (configuration not stated) | 1 | -10
Cc1ccc(C(=O)n2c(-c3ccccc3)cnc2SCC(=O)Nc2ccccc2)cc1 | 4 | -3
CC(C)(C)S(=O)(=O)N1Cc2ccc(CO)cc2[C@@H]1CCO | -1 | 0
CC(C)(C)c1ccc(CC(=O)N2CCC2(C)C(=O)Nc2ccc(F)cc2F)cc1 (configuration not stated) | 0 | 8
COc1ccc(-c2nc3ccc(Br)cn3c2Cc2ccccc2)cc1OC | 15 | -4
COc1ccc(S(=O)(=O)N(C)C[C@@H]2OCCCC[C@@H](C)Oc3ccc(NS(=O)(=O)c4cccs4)cc3C(=O)N([C@H](C)CO)C[C@@H]2C)cc1 | 0 | 6
COc1ccc(-c2coc3c(C(=O)NCc4cccs4)cccc23)c(C)c1 | -3 | -6
NC(CSC1(c2ccc(Cl)cc2)c2ccccc2-c2ccccc21)C(=O)O (configuration not stated) | -7 | -4
CCCCNC(=O)C1C(c2ccc(C(F)(F)F)cc2)=Nc2ccccc2N1C(C)=O (configuration not stated) | 2 | -107
COc1ccc(C(=O)C(CCC(CNC(C)(C)C)C(=O)c2ccc(OC)cc2)CNC(C)(C)C)cc1 (configuration not stated) | 1 | 19
COCCNC(=O)c1ccc(N2CC3CC(C2)c2cccc(=O)n2C3)c(NC(=O)c2ccc(C(C)(C)C)cc2)c1 (configuration not stated) | -13 | 13
O=C1C=CC(=O)c2c(O)c(N3CCN(CCO)CC3)c(Cl)c(O)c21 | -5 | 36
N#CC1(NC(=O)COC(=O)Cc2c[nH]c3ccccc23)CCCCC1 | -2 | -6
C#CCOCCOCCOCCNc1nc(N2CCN(C(=O)[C@H](CO)n3cc([C@@H](N)C(C)C)nn3)CC2)nc(N2CCN(C(=O)[C@H](CO)n3cc([C@@H](N)C(C)C)nn3)CC2)n1 | 1 | 22
CCOc1ccc(NC(=O)CN2C(=O)/C(=C3\SC(=S)N(C4CCS(=O)(=O)C4)C3=O)c3ccccc32)cc1 (configuration not stated) | 1 | 8
CN(C)CCCOc1ccc(-c2cccc3nncn23)cn1 | -1 | -158
CCN(C(=O)COC(=O)/C=C/c1ccc(OC)c(OC)c1)c1c(N)n(Cc2ccccc2)c(=O)[nH]c1=O | 1 | -474

Next part; it opens with the six that closed the last part.
SMILES | SENP1 FRET inh | SENP8 block
O=C1C=CC(=O)c2c(O)c(N3CCN(CCO)CC3)c(Cl)c(O)c21 | -5 | 36
N#CC1(NC(=O)COC(=O)Cc2c[nH]c3ccccc23)CCCCC1 | -2 | -6
C#CCOCCOCCOCCNc1nc(N2CCN(C(=O)[C@H](CO)n3cc([C@@H](N)C(C)C)nn3)CC2)nc(N2CCN(C(=O)[C@H](CO)n3cc([C@@H](N)C(C)C)nn3)CC2)n1 | 1 | 22
CCOc1ccc(NC(=O)CN2C(=O)/C(=C3\SC(=S)N(C4CCS(=O)(=O)C4)C3=O)c3ccccc32)cc1 (configuration not stated) | 1 | 8
CN(C)CCCOc1ccc(-c2cccc3nncn23)cn1 | -1 | -158
CCN(C(=O)COC(=O)/C=C/c1ccc(OC)c(OC)c1)c1c(N)n(Cc2ccccc2)c(=O)[nH]c1=O | 1 | -474
COc1cc(NC(=O)Nc2nc(C(N)Cc3ccc(C(F)(F)F)cc3)cs2)cc(OC)c1OC (configuration not stated) | -2 | 7
C=C1C(=O)[C@]23C[C@H]1CC[C@H]2[C@]1(C)[C@@H](O)CC[C@@](C)(C(=O)O)[C@H]1C[C@@H]3O | 2 | 15
Cc1ccc(-n2c(-c3ccc(Br)cc3)c[n+]3c2CCc2ccc4cccnc4c2-3)cc1 | 1 | -24
CN(C)S(=O)(=O)c1ccc(C(=O)OCC2CCCO2)cc1 (configuration not stated) | 1 | 11
COc1ccccc1NC(=O)Nc1nc(C(N)Cc2ccc(C(F)(F)F)cc2)cs1 (configuration not stated) | -3 | 6
O=c1[nH]c(=S)[nH]c2nccnc12 | -1 | 2
O=C1N2CCCCC1(c1ccccc1)CCCC2 | 0 | 22
CCN1C/C(=C/c2ccc(N3CCOCC3)cc2)C(=O)/C(=C/c2ccc(N3CCOCC3)cc2)C1 | -29 | 6
COc1ccccc1Cc1c(C2CCCCC2)nc2c3ccccc3ccn12 | -9 | -92
C=CCCC1CN(Cc2ccco2)S(=O)(=O)c2c(F)cccc2O1 (configuration not stated) | -6 | 2
CC(=O)c1ccc(Nc2nc(C(N)Cc3ccc(C(F)(F)F)cc3)cs2)cc1 (configuration not stated) | -10 | i
CCOC(=O)C1CCCN(C(=O)c2cncc(Br)c2)CC1 (configuration not stated) | 0 | 23
O=S(=O)(c1ccc(Br)cc1F)N1CCC(O)CC1 | 2 | 11
CCOC(=O)c1ccc(N2Cc3ccccc3C2=NC(=O)c2cccs2)cc1 | -1 | -74
Cc1ccc(Nc2nc(N)nc(N)c2N=O)cc1C | 3 | 25
COc1cc(/C=C2\SC(c3ccccc3)=NC2=O)cc(Cl)c1O | 0 | -47
CC(NC(=O)Cn1ncc(Cl)c(Cl)c1=O)C12CC3CC(CC(C3)C1)C2 (configuration not stated) | 2 | 9
O=C(Cc1ccc(S(=O)(=O)N2CCOCC2)s1)N1CCN(S(=O)(=O)c2ccccc2[N+](=O)[O-])CC1 | -1 | 14
Cc1ccc(CN2C(=O)c3ccccc3C2c2nnnn2-c2ccc3c(c2)OCCO3)cc1 (configuration not stated) | -1 | 12
Cc1n[nH]c(C)c1NC(=O)CN1CCN(S(=O)(=O)c2ccc(C(F)(F)F)cc2)CC1 | 0 | 6
CCOC(=O)[C@]12CCC=C1N(Cc1cccc3ccccc13)C(=O)[C@H](CC(=O)N1CCC(c3ccccc3)CC1)C2 | 0 | 10
Cc1ccc(NC(=O)C2(C)CCN2C(=O)Cc2ccccc2)cc1C (configuration not stated) | 0 | 8
CCOC(=O)c1ccc(NC(=S)P(=O)(c2ccccc2)c2ccccc2)cc1 | 2 | 24
Cc1cccc(N2C(S)=C(C#N)C(=O)NC2c2cccs2)c1 (configuration not stated) | 0 | 6
COCCNC(=O)C1(C)CCCN(C(=O)c2ccc3c(c2)OCO3)C1 (configuration not stated) | 1 | 14
C[C@H]1CN([C@@H](C)CO)C(=O)CCCn2nncc2CO[C@@H]1CN(C)C(=O)Nc1ccc2c(c1)OCO2 | 1 | -3
C#CCN(C[C@H]1[C@H](OC(=O)Nc2c(C)noc2C)[C@H](OC(=O)Nc2c(C)noc2C)C[C@H]2C(=O)N(c3ccccc3)C(=O)[C@@H]12)S(=O)(=O)c1ccc(C)cc1 | 1 | -22
COc1ccccc1OCC(=O)NCC1CCCN(C(=O)c2cccc(C)c2)C1 (configuration not stated) | -1 | 20
CCOC(=O)c1c(-c2ccc(C)cc2)csc1NC(=O)CCN1CCOCC1 | 3 | 20
CCOc1cc(/C=N/Nc2ccccc2Cl)ccc1OCC(=O)O | 1 | -41
COc1cc(OC)cc(C2=Cc3ccc(OC)cc3C(CC(C)=O)N2c2ccc(-c3cccs3)cc2)c1 (configuration not stated) | -37 | -377
CCOC(=O)C1=CCN(S(=O)(=O)c2ccccc2Br)C1c1ccc(Cl)c(Cl)c1 (configuration not stated) | 2 | 13
CSc1ccccc1C(=O)OCC(=O)NC1CCCCCCC1 | 0 | -9
CCOC(=O)[C@]12CCC=C1N(Cc1ccccc1)C(=O)[C@H](CC(=O)NCC1CCCCC1)C2 | -3 | 7
O=C(CSc1nc2ccccc2c(=O)n1-c1ccccc1)Nc1ccc2c(c1)CCC2 | 2 | 14
COC(=O)[C@@]12C[C@@H](CC(=O)N3CCN(C(=O)C4CC4)CC3)C(=O)N(Cc3ccc4c(c3)OCO4)C1=CCC(C)(C)C2 | 2 | 17
CC(=O)NC(c1ccc(F)c(F)c1)c1nc(-c2ccncc2)cs1 (configuration not stated) | -1 | 8
Cn1c2nc(=O)n(-c3ccccc3)c(=O)c-2nc2c1CCCC2 | -30 | -470
CC(C)NC(=O)c1ccc(COc2cccc3ccccc23)o1 | 0 | -2
CC(=O)Nc1ccc(NC(=O)C2Cc3c(-c4ccc(Cl)cc4)ccnc3O2)cc1 (configuration not stated) | -1 | -5
CN1NC(c2ccccc2)NN(C)C1=O | 3 | 24
Cc1ccc(S(=O)(=O)n2c3ccc(Cl)cc3c3nc(C)sc32)cc1 | -1 | 10
O=C(O)C1=CC2C=C(Cl)C=CC2OC1=O (configuration not stated) | 2 | -90
OC(c1ccc(Cl)c(F)c1)c1ncc(-c2ccccc2F)[nH]1 (configuration not stated) | 0 | 16
